Compound activity (PubChem)
West Nile antiviral: West Nile virus antiviral activity, cell-based, CPE readout (AID 1621); one-dose CPE inhibition, % at 10 µM; IC50 in µM for titrated hits; West Nile virus-infected cells, CPE inhibition; higher % means a stronger effect; 0.02% of 290,000 active; in the data active = a potency from the dose series; also: strong numbers were not always called active
human PMI inhibitors: human PMI inhibitors, high substrate, primary screen, biochemical, fluorescence intensity, high mannose 6-phosphate (AID 1220). Mannose-6-phosphate isomerase (Homo sapiens). one-dose inhibition, % at 20 µM; IC50 in µM for titrated hits. 0.66% of 190,000 active. recombinant PMI enzyme, coupled fluorescence intensity; higher % means a stronger effect
UTI89 phage lysis: inhibition of K1F phage lysis, E. coli UTI89, bacterial capsule biogenesis inhibitors, alamar blue (AID 488966) | E. coli UTI89 K1F phage lysis, alamar blue, 2 h; higher % means a stronger effect | inhibition, % at 100 µM, or IC50 in µM where a hit was titrated | 0.02% of 340,000 active;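 active = phage lysis inhibition, versus mean bacterial control, above a set limit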;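 also: capsule biogenesis inhibitors block K1F phage lysis so surviving cells raise fluorescence; higher fluorescence means more inhibition of phage lysis; actives were called in the ten point dose series up to 300 µM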
TNAP activation fold: human TNAP enzyme activators, primary screen, biochemical, luminescent, no phosphate acceptor, uHTS (AID 1001) | 0.03% of 200,000 active | Alkaline phosphatase, tissue-nonspecific isozyme (Homo sapiens) | activation fold at 20 µM; hits with a dose series show EC50 in µM | purified TNAP, luminescent activation assay, no phosphate acceptor; higher activation fold means a stronger effect; in the data active = activation fold from about 3, or a potency from the dose series; inactive = the rest, 99 in 100 with activation fold below about 1.6; also: many of its hits are not listed in these tables
RSV antiviral HEp-2: RSV antiviral activity via CPE protection, HEp-2 cells, primary 10 µM value included (AID 2391) | HEp-2 cells, RSV-induced CPE inhibition; higher % means a stronger effect | CPE inhibition, % at 10 µM, or IC50 in µM where a hit was titrated | 0.13% of 310,000 active; in the data active = a potency from the dose series; also: strong numbers were not always called active
human PMI inhibition: inhibitors of human PMI, primary screen, biochemical, fluorescence intensity, coupled assay (AID 1209); Mannose-6-phosphate isomerase (Homo sapiens); purified PMI enzyme, coupled fluorescence intensity; higher % means a stronger effect; one-dose inhibition, % at 20 µM; IC50 in µM for titrated hits; 0.42% of 190,000 active;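 also: plate controls were DMSO vehicle for no effect and wells lacking substrate for full effect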
P. falciparum M1AAP: P. falciparum M1AAP inhibitors, biochemical, fluorogenic H-Leu-NHMec substrate, 1536-well (AID 1445); 0.42% of 220,000 active; recombinant M1AAP, H-Leu-NHMec fluorogenic kinetic assay; higher % means a stronger effect; inhibition, % at 30 µM, or IC50 in µM where a hit was titrated; Aminopeptidase N (Plasmodium falciparum (isolate 3D7));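 active = primary inhibition above the hit cutoff, then over 50% inhibition at one or more dose response concentrations, cut at about 23% in these data, passing the limit was not always enough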;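 also: plate controls were DMSO full reaction for no effect and no enzyme background for full effect; strong numbers were not always called active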
P. falciparum M17LAP: P. falciparum M17LAP inhibitors, primary screen, biochemical, fluorogenic H-Leu-NHMec substrate, 1536-well (AID 1619). 0.38% of 220,000 active. Leucine aminopeptidase (Plasmodium falciparum (isolate 3D7)). recombinant M17LAP, H-Leu-NHMec fluorogenic kinetic assay; higher % means a stronger effect. one-dose inhibition, % at 30 µM; IC50 in µM for titrated hits;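 active = compound inhibiting the enzyme by more than half at any dose during confirmatory dose-response retesting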;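 also: plate controls were full reaction with DMSO carrier for no effect and no enzyme background for full effect; strong numbers were not always called active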
T cell modulator: modulators of CD8 T cell-vesicle binding, primary screen, mouse 2C CD8+ T cells, flow cytometry; 2C CD8+ T cell-vesicle binding; stronger effect = lower value; calls only at 7 µM; 0.068% of 330,000 active; AID 2052, 2009;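 active = response, share of CD8 T cells binding vesicles, and their 90th percentile fluorescence all below set limits, cut at about 80% in these data, passing the limit was not always enough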
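material = purified 2C TCR transgenic mouse naive CD8+ T cells | controls = Unloaded micro-vesicles (low), QL9 vesicles with 0.7% DMSO (high) | detection = cytometric PE anti-B7-1 and Alexa647 anti-CD8 signals after 1% paraformaldehyde fixation | incubation = binding step 1.5 h, 37 °C, antibody labelling 20 min, ice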
T cell modulator vesicle-bound %: second read-out of T cell modulator, no call of its own (marks repeat the call); double positive events, %; measured here: CD8+ vesicle-bound cell fraction;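 binding gate set so that unloaded-vesicle control wells show 10% double positive cells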
* hit, by the source's call; i = inactive; . = no result given; [ ] = remark or other dose. Rule as the data show it, unless noted: active = inhibition above about 50%; inactive = the rest.

SMILES | West Nile antiviral | human PMI inhibitors | UTI89 phage lysis | TNAP activation fold | RSV antiviral HEp-2 | human PMI inhibition | P. falciparum M1AAP | P. falciparum M17LAP | T cell modulator | T cell modulator vesicle-bound %
CCn1c(CNC(=O)Cc2ccc(OC)cc2)nnc1SCCOc1ccccc1 | -0.8% | -3% | 0.0% | 0.9 | 3.0% | -12% | 1% | -9% | i | 49
CCC(CC)C(=O)Nc1cc(NC(=O)C(CC)CC)cc(C(=O)O)c1 | 0.5% | 2% | 1.5% | 1.2 | 1.3% | 6% | -3% | -1% | i | 43
COc1ccc(S(=O)(=O)NCC2CCC(C(=O)NCCCN3CCCC3=O)CC2)cc1 (stereo not drawn) | 1.3% | . | 0.3% | . | -0.3% | . | . | . | i | 9
COc1ccc(CN=C2NC(=O)CC(C(=O)Nc3ccc(Cl)cc3)S2)cc1 (stereo not drawn) | -0.8% | 0% | 1.1%[50 µM] | 1.2 | 4.5% | -2% | -9% | -2% | i | 3
Cc1ccc(Nc2nc(=O)c3cc([N+](=O)[O-])ccc3s2)cc1 | -0.3% | . | -0.1% | . | 14% | . | 6% | 3% | i | 67
COc1ccc(C(CNC(=O)/C=C/c2c(Cl)nc3ccccn23)N(C)C)cc1 (stereo not drawn) | 1.1% | 4% | -0.1% | 1 | -1.8% | -20% | 5% | 12% | i | 46
CCCCOC(=O)CSCC(=O)N1N=C(c2cccs2)CC1c1ccc(F)cc1 (stereo not drawn) | -0.2% | 20% | 1.3% | 1.1 | 2.1% | 28% | 5% | 12% | i | 34
CCn1c(C)nc2cc(C(=O)OC)ccc21 | 0.7% | . | -0.8% | 1.1 | 1.8% | . | -2% | -5% | i | 36
CCOC(=O)c1c(C)oc2c1c1c(c3ccccc32)OCN(CCCC(=O)O)C1 | -0.8% | . | -0.8%[50 µM] | . | 42% | . | 2% | 13% | i | 48
CCC(CC)C(=O)Nc1c(C(=O)N2CCN(c3ccccc3)CC2)oc2ccccc12 | -1.1% | . | 0.1% | . | -0.3% | . | . | . | i | 52
CCCn1nnc(NC(=O)c2ccc(OCC)c(Cl)c2)n1 | -0.4% | 2% | -0.1% | 1.1 | 2.1% | 8% | 5% | 0% | i | 12
CS(=O)(=O)N1CCC(Oc2ccccc2C(=O)NC2CCOC2)CC1 (stereo not drawn) | -0.3% | -4% | 0.1% | 1 | 2.8% | 2% | -9% | 3% | i | 37

A different layout for 7 compounds above.
| SMILES | West Nile antiviral | human PMI inhibitors | UTI89 phage lysis | TNAP activation fold | RSV antiviral HEp-2 | human PMI inhibition | P. falciparum M1AAP | P. falciparum M17LAP | T cell modulator | T cell modulator vesicle-bound % |
| --- | --- | --- | --- | --- | --- | --- | --- | --- | --- | --- |
| CCn1c(CNC(=O)Cc2ccc(OC)cc2)nnc1SCCOc1ccccc1 | -0.8% | -3% | 0.0% | 0.9 | 3.0% | -12% | 1% | -9% | i | 49 |
| CCC(CC)C(=O)Nc1cc(NC(=O)C(CC)CC)cc(C(=O)O)c1 | 0.5% | 2% | 1.5% | 1.2 | 1.3% | 6% | -3% | -1% | i | 43 |
| COc1ccc(S(=O)(=O)NCC2CCC(C(=O)NCCCN3CCCC3=O)CC2)cc1 (stereo not drawn) | 1.3% | . | 0.3% | . | -0.3% | . | . | . | i | 9 |
| COc1ccc(CN=C2NC(=O)CC(C(=O)Nc3ccc(Cl)cc3)S2)cc1 (stereo not drawn) | -0.8% | 0% | 1.1%[50 µM] | 1.2 | 4.5% | -2% | -9% | -2% | i | 3 |
| Cc1ccc(Nc2nc(=O)c3cc([N+](=O)[O-])ccc3s2)cc1 | -0.3% | . | -0.1% | . | 14% | . | 6% | 3% | i | 67 |
| COc1ccc(C(CNC(=O)/C=C/c2c(Cl)nc3ccccn23)N(C)C)cc1 (stereo not drawn) | 1.1% | 4% | -0.1% | 1 | -1.8% | -20% | 5% | 12% | i | 46 |
| CCCCOC(=O)CSCC(=O)N1N=C(c2cccs2)CC1c1ccc(F)cc1 (stereo not drawn) | -0.2% | 20% | 1.3% | 1.1 | 2.1% | 28% | 5% | 12% | i | 34 |

Following part:
SMILES | West Nile antiviral | human PMI inhibitors | UTI89 phage lysis | TNAP activation fold | RSV antiviral HEp-2 | human PMI inhibition | P. falciparum M1AAP | P. falciparum M17LAP | T cell modulator | T cell modulator vesicle-bound %
Cc1occc1C(=O)NNC(=O)c1ccccc1Br | 0.1% | 3% | 3.8% | 1.1 | 1.1% | -2% | -2% | 6% | i | 40
CC(=O)Nc1cccc(NC(=O)C2CC(=O)N(C3CCCCC3)C2)c1 (stereo not drawn) | 0.1% | . | 1.2%[50 µM] | . | 2.7% | . | . | . | i | 30
O=C(Nc1ccc(S(=O)(=O)Nc2nccs2)cc1)C1=NN(c2ccccc2)C(=O)CC1 | -0.1% | . | 0.3% | . | 2.0% | . | 7% | 11% | i | 35
N=C(N)N=Nc1c(O)[nH]c2ccc(Br)cc12 | -0.3% | 23% | 0.1% | 1.6 | 5.1% | 5% | 10% | 76% | i | 58
COc1ccc(C(=O)C2CCCCC2=O)cc1 (stereo not drawn) | -0.2% | -6% | -0.8% | 1 | 0.7% | -1% | 1% | 2% | i | 50
O=C1CN(C(=O)c2ccc(Br)o2)C(c2ccccc2)c2cc(Br)ccc2N1 (stereo not drawn) | . | 9% | 1.1% | 1.1 | 4.5% | 7% | 8% | -2% | i | 23
O=C(OCC(=O)N1CCc2ccccc21)c1cccnc1Cl | 1.0% | -4% | 5.6% | 1.1 | 2.8% | -2% | -2% | 23% | i | 37
CN(C)c1ccc(N2C(=NC(=O)c3ccccc3)SC3CS(=O)(=O)CC32)cc1 (stereo not drawn) | -0.4% | . | 0.1% | . | 2.2% | . | . | . | i | 22
CCOC(=O)c1c(NC(=S)Nc2cccc(C)c2)sc2c1CC(C)(C)SC2 | -1.0% | 18% | 9.1% | 0.8 | 4.1% | 18% | 2% | 8% | i | 29
Cc1ccc(-c2ccc(=O)n(CC(=O)NCCN3CCCCC3C)n2)cc1 (stereo not drawn) | -0.2% | 61%* | -0.2% | 1 | -0.4% | 45% | 3% | 2% | i | 16
NC(=O)C1CCN(C(=O)c2ccc(Oc3cc(Cl)cc(Cl)c3)o2)CC1 | -0.8% | . | 0.1% | . | 2.5% | . | 7% | 2% | i | 32
C#CCNC(=O)C1=C[C@H](c2ccc(Br)cc2)C[C@H](OCCCCO)O1 | -0.7% | 38% | 5.2% | 1.1 | 0.8% | 4% | 8% | 6% | i | 30
Cc1cnc(C(=O)OCC(=O)N=c2sccn2Cc2ccccc2Cl)cn1 | -0.1% | . | 1.8%[50 µM] | . | 1.4% | . | . | . | i | 49
CC(=O)Oc1ccc(C(=O)[C@H]2[C@H]3C(=O)N(c4ccccc4)C(=O)[C@H]3[C@@H]3C=CC=NN32)cc1 | -0.1% | -80% | 0.4% | 1.1 | 0.7% | -50% | 2% | 27% | i | 42
CN1C(=O)/C(=C/c2ccc(O)c([N+](=O)[O-])c2)N(C)C1=S | -0.5% | 0% | 0.1% | 0.6 | -1.2% | -8% | 5% | 19% | i | 34
Cc1ccccc1C(=O)N1CCC(C(=O)Nc2nccs2)CC1 | 0.0% | 5% | -0.2% | 1 | 1.5% | 4% | 4% | 6% | i | 14
C=CCn1c(SCC(=O)c2ccc(O)c(O)c2)nnc1-c1cccnc1 | 0.1% | . | 1.1% | . | 0.7% | . | 12% | 22% | i | 21
CCCCCCC(C)NC(=S)Nc1cc(S(=O)(=O)N(C)C)ccc1C (stereo not drawn) | -1.9% | -2% | 1.3%[50 µM] | 1.3 | 9.6% | 2% | -1% | 3% | i | 40
CCCOc1ccc(NC(=O)C2CC(=O)N(C)C(=Nc3cccc(OC)c3)S2)cc1 (stereo not drawn) | -0.9% | 13% | 0.1% | 1.1 | 1.4% | 17% | . | . | i | 57
COc1ccc(C(=O)NC2CC2)cc1OC1CCN(Cc2ccccc2)CC1 | -0.6% | . | -0.1% | . | -0.7% | . | . | . | i | 48
CCOC(=O)c1cccc(NC(=O)CN(C)S(=O)(=O)c2cnc[nH]2)c1 | 0.2% | 10% | 1.2% | 1 | 0.8% | 8% | 5% | 6% | i | 47
COc1ccc(-c2c(NC(=O)c3ccco3)n(-c3ccc(C)cc3)nc(C)c2=O)cc1 | -0.2% | . | . | . | 1.4% | . | 6% | -5% | i | 22
COc1ccc(C(C(=O)NC2CCCCC2)N(C(=O)c2ccccn2)c2cccnc2)c(OC)c1 (stereo not drawn) | -0.2% | . | 0.5% | . | 0.6% | . | . | . | i | 17
O=C(NCC(=O)N(c1cccc(F)c1)C(C(=O)NC1CCCC1)c1cccnc1)c1cccs1 (stereo not drawn) | -0.8% | 5% | 0.4% | 1.1 | 3.2% | 2% | 4% | 1% | i | 35
CCOc1ccc(C(C)NC(=O)c2cc(=O)[nH]c3ccccc23)cc1OCC (stereo not drawn) | -0.4% | . | 0.1% | . | 1.0% | . | . | . | i | 14
CCc1ccc(-c2nc(CSCC(=O)NCc3ccco3)c(C)o2)cc1 | -1.1% | 9% | -0.2% | 1.2 | . | 11% | 3% | 2% | . | .
CC1N=C(N)C(c2nc3ccccc3n2C)=C1O (stereo not drawn) | 0.0% | -11% | 0.1% | 1.1 | 0.0% | -12% | 0% | 1% | i | 38
Cc1cc(OCCOCCNCc2ccccc2)ccc1C(C)C | -1.5% | . | 0.5% | . | 1.1% | . | . | . | i | 41
Cc1cccc(N2CCN(C(=O)CCNS(=O)(=O)c3ccc4c(c3)oc(=O)n4C)CC2)c1C | -1.5% | . | 0.0% | . | 15% | . | . | . | i | 3
CC(C)CCN1CCC(n2nccc2NC(=O)c2ccc3c(c2)OCO3)CC1 | -0.2% | . | 0.4% | . | -2.1% | . | . | . | i | 30
Cc1ccccc1NC(=O)/C(=C/c1ccccc1)c1ccccc1 | -0.1% | 18% | 1.6% | 1 | 2.5% | 18% | -8% | -2% | i | 40
Cc1cc(C)nc(-n2nc(C)cc2NC(=O)CN2CCc3ccccc3C2)n1 | 2.7% | -2% | -0.2% | 1.1 | -0.4% | -15% | 3% | 2% | i | 19
Cc1ccc(N2CC(C(=O)Nc3nccs3)CC2=O)cc1 (stereo not drawn) | -0.1% | -6% | 0.7% | 1.1 | 0.1% | -9% | 0% | -5% | i | 4
